Assay outcomes: PubChem BioAssay, National Center for Advancing Translational Sciences (NCATS)
Gal4-VP16 FLuc: inhibits Gal4-VP16 luciferase reporter, ROR gamma counter-screen; Drosophila S2 Gal4-VP16 UAS-luciferase, luminescence, 20 h; Potency, µM (series often up to 53.6 µM), for the others: at the highest dose activity, negative = inhibition, usual class: inhibitors; hit rate 3.5% among 310,000;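 also: Gal4-VP16 expression switched on by copper sulfate through the metallothionein promoter; % is scaled to controls: 0 for no effect and ±100 for the full control effect; nearly all actives have a fitted effect of over 50% in size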
uPA generation: inhibitors of cell surface uPA generation; cell surface uPA generation assay, qHTS; Potency, µM (doses to about 38.3 µM), for the others: top-dose activity change, negative = inhibition, hits mostly inhibitors; hit rate 0.31% among 330,000; AID 540303; active = well fitted inhibition curve with a large enough effect; inconclusive = small, poorly fitted or top-dose-only effect; inactive = no such curve, though single readings can be large or run the other way; tested in mouse RAW 264.7 cells; also: % is scaled to controls: 0 for no effect and ±100 for the full control effect; nearly all actives have a fitted effect of over 55% in size
p53 reactivation: restores transcriptional activity of mutant p53 | H1299 p53-A138V BP100-luciferase reporter, luminescence, 24 h | Potency, µM (doses to about 92.2 µM), for inactives: at the top dose activity change, positive = activation, actives largely listed as activators | hit rate 0.063% among 320,000; also: % of control where 0% means no effect; nearly all actives have a fitted effect of over 45% in size
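H1299 (p53-null), stable ts p53-A138V + BP100-Luc; 1000 cells/well, Opti-MEM/10% FBS; cpd 4 pt, 1:5; 24 h, 37 deg C, 5% CO2; detection reagent 10 min RT; luminescence.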
Rab9 promoter act: activators of Rab9 promoter; Huh7 Rab9 promoter-luciferase reporter, luminescence, 24 h; AID 485297; Potency, µM (highest dose often 9.22 µM), for inactives: at the top dose activation, negative = inhibition, usual class: activators; hit rate 2.8% among 320,000; also: % of control where 0% means no effect; nearly all actives have a fitted effect of over 60% in size
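Quantitative HTS format; Huh7 Rab9-luciferase reporter cells (1500/well) receive compound 2 h post-plating, incubate 24 h at 37 °C, then get luciferase reagent for 10 min before luminescence reading.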
CXXC DNA block: inhibitors of human MLL CXXC domain-DNA interaction; AID 2662; Potency, µM (series often up to 115 µM), for inactives: top-dose activity change, negative = inhibition, actives largely listed as inhibitors; hit rate 0.037% among 290,000; MLL-CXXC / FITC-HOXA9 DNA fluorescence polarization; Q03164; active = well fitted inhibition curve with a large enough effect in the polarisation, with a control signal flat, not every such curve was filed as active; inconclusive = small, poorly fitted or top-dose-only effect, or effect the other way, or a change in a side signal; inactive = no such curve, though single readings can be large or run the other way; the % refers to the polarisation
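Purified MLL-CXXC (added from a 7 uM solution) was preincubated 5 min at ambient with pinned compounds in 50 mM Tris-HCl pH 7.5, 50 mM NaCl, 1 mM DTT, 0.05% BSA. Fluorescein-labeled HOX-A9 DNA (50 nM solution) followed, 30 min, then polarization read.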
RORgamma inh: blocks mouse ROR gamma transcriptional activity; P51450; Drosophila S2 Gal4-RORgamma UAS-luciferase reporter, 20 h; Potency, µM (titrated, usually from 53.6 µM), inactives show top-dose activity change, negative = inhibition, hits mostly inhibitors; hit rate 5.4% among 310,000; AID 2551; also: % is scaled to controls: 0 for no effect and ±100 for the full control effect; nearly all actives have a fitted effect of over 60% in size
Target sequence (P51450 whole entry, looked up, the tested form may be a part): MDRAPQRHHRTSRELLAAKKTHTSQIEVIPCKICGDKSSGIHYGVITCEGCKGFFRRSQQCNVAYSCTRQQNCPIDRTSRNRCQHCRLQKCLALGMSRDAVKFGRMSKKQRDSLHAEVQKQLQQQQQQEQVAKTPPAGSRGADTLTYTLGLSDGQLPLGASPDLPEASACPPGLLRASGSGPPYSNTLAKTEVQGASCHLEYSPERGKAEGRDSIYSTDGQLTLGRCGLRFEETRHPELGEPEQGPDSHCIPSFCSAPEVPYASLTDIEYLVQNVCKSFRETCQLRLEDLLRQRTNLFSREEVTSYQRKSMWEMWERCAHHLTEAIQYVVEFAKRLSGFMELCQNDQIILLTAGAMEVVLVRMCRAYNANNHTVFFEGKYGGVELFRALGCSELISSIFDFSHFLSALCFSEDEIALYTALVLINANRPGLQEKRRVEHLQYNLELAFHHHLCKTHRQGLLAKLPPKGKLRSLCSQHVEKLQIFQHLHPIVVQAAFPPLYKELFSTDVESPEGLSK
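Luciferase reporter read in Schneider cells carrying Gal4-RORγ (mouse) and UAS-Photinus luciferase; cells given compound 1 h before 700 uM copper sulfate induction, then incubated 20 h at ambient temperature.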
FLuc counter: inhibits or activates purified firefly luciferase, miR-21 counter-screen; P08659; purified FLuc, Km substrates, luminescence inhibition; Potency, µM (highest dose often 57.5 µM), inactives show at the top dose activity change, negative = inhibition, hits mostly inhibitors; hit rate 6.9% among 360,000; AID 588342;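 also: plate controls were vehicle for no effect and reference inhibitor for full effect; nearly all actives have a fitted effect of over 55% in size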
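Purified P. pyralis luciferase, 10 nM final, with Km-level 10 uM D-luciferin and 10 uM ATP in 50 mM Tris acetate pH 7.5, 10 mM Mg acetate, 0.01% Tween-20, 0.05% BSA; 6-point qHTS titration about 60 µM downward; luminescence read.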
ELG1 genotoxic: inducers of genotoxicity in HEK293T ELG1-luciferase cells; HEK293T ELG1-luciferase reporter, luminescence, 16 h; Potency, µM (series often up to 46 µM), for inactives: top-dose activity change, positive = activation, most hits filed as activators; hit rate 1.3% among 330,000; AID 504466; also: % of control where 0% means no effect; nearly all actives have a fitted effect of over 60% in size
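Luminescence read-out: rising ELG1-luciferase signal, reflecting elevated ELG1 protein under genetic stress, flags genotoxic compounds. Cells were treated for 16 hr at 37 °C before ONE-Glo detection.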
NPC1 prom act: activators of NPC1 promoter; Huh7 NPC1 promoter luciferase reporter, 24 h; Potency, µM (series often up to 9.22 µM), for the others: at the highest dose activation, actives largely listed as activators; hit rate 2.4% among 320,000; AID 485313;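 also: % of control where 0% means no effect; nearly all actives have a fitted effect of over 60% in size; reporter is driven by a mutant NPC1 promoter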
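Quantitative HTS used a cell-based reporter: Huh7 cells stably bearing the NPC1 promoter upstream of luciferase were treated with compounds for 24 h, and promoter activation was read as luminescence.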
MBNL1-CUG inh: blocks human MBNL1 binding to CUG repeat RNA; TR-FRET MBNL1-His/biotin-(CUG)12 binding, 665/545 ratio; Potency, µM (doses to about 57.5 µM), without a hit: at the top dose activity change, negative = inhibition, usual class: inhibitors; hit rate 0.036% among 280,000; Q9NR56; active = well fitted inhibition curve with a large enough effect in the signal ratio, with a control signal flat, not every such curve was filed as active; inconclusive = small, poorly fitted or top-dose-only effect, or effect the other way, or a change in a side signal; inactive = no such curve, though single readings can be large or run the other way; the % refers to the signal ratio; also: % is scaled to controls: 0 for no effect and ±100 for the full control effect
Target sequence (Q9NR56 whole entry, looked up): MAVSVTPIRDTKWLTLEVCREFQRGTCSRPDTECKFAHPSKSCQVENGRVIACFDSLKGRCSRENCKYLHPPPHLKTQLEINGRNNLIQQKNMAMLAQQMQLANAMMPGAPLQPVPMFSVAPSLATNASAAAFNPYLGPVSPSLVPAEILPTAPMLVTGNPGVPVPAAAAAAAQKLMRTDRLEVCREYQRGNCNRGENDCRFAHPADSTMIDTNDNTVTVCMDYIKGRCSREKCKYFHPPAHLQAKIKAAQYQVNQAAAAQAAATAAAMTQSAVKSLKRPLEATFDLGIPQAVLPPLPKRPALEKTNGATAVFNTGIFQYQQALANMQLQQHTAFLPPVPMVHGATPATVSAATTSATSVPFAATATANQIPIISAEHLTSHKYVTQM
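Compound titration spanned 92 nM–58 uM against the MBNL1-His/biotin-(CUG)12 complex. After 60 min at room temperature with 5 nM streptavidin-XL665 and 0.055 ng/ul terbium anti-His, ratiometric 665/545 nm emission (Ex 340 nm) normalized to controls.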
BRCA1 expr act: increases BRCA1 expression | MCF7-BRCA1-FFLuc reporter, luminescence, 48 h; response scale: scaled: vehicle 0%, 10 µM genistein 100% | Potency, µM (highest dose often 46.1 µM), for inactives: at the top dose activation, actives largely listed as activators | hit rate 1.1% among 380,000; also: nearly all actives have a fitted effect of over 80% in size; some results filed as inactive show a strong effect at the top dose
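Activators of BRCA1 expression were detected as increased firefly luciferase luminescence in engineered MCF7 cells after 48 h compound incubation. Signals were scaled to genistein 10 microM as full activation.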
An asterisk follows results filed as active; ? = inconclusive; / = not tested or not shown; & = joins results of further samples; [ ] = another dose, or the depositor's remark. Unless noted, calls follow the shape of the dose curve; as a rule, active = well fitted curve in the direction sought with a large enough effect; inconclusive = small, poorly fitted or top-dose-only effect, or another doubt; inactive = no such curve, though single readings can be large; an effect the other way counts as inactive or inconclusive. Potency is read from the fitted curve at half-maximal effect. This is a subset; count on the stated rates, not on these rows.

SMILES,NPC1 prom act,ELG1 genotoxic,MBNL1-CUG inh,p53 reactivation,uPA generation,Rab9 promoter act,CXXC DNA block,FLuc counter,RORgamma inh,Gal4-VP16 FLuc,BRCA1 expr act
COc1cc(OC)cc(C(=O)Nc2ccc(NC(=O)c3ccco3)c(Cl)c2)c1,1.6%,-13.4%,-23.9%,4.4%,5.2%,3.1%,20.9%,2.7%,-44.8%,2.4%[10 µM],-9.0%
CCc1ccc(OCC(=O)Nc2cc(S(=O)(=O)CC)ccc2O)cc1,-1.7%,-1.7%,-7.9%,21.6%,-1.1%,-9.5%,0.9%,23.9µM*,?,-8.4%,-0.6%
COc1cc(C2C(C(=O)c3ccc(C)o3)=C(O)C(=O)N2c2cc(C)on2)cc(Br)c1O (configuration not stated),-3.7%,5.2%,?,6.1%,-1.0%,0.5%[1.84 µM],-1.6%,-0.1%,-9.0%,0.3%,-13.8%
O=C(CN(c1ccc(F)cc1)S(=O)(=O)c1ccccc1)NC1CCCCCC1,-1.6%,-3.0%,-2.4%,29.7%,8.3%,0.7%,8.1%,4.3%,-15.0%,3.9%,-12.8%
COC(=O)C1=NN(c2ccccc2)C2(S1)S/C(=C\c1ccccc1)C(=O)N2c1ccccc1 (configuration not stated),0.0%,-1.4%,0.7%,6.0%,6.3%,0.5%,25.0%,-0.3%,-1.2%,3.0%,-17.2%
CSc1nnc(-c2ccccc2)n1C,-0.4%,2.3%,-6.8%,12.2%,8.2%,0.7%,0.0%,-0.5%,?,-1.8%,4.5%
c1ccc(-c2n[nH]c(-c3ccccn3)n2)nc1,3.55µM*,6.51µM*,-0.6%&-0.9%,?,-1.1%,2.82µM*,0.3%&-24.8%,15.1µM*,?,?,-0.2%&49.1%
CCCC[n+]1ccn(-c2nc3c([N+](=O)[O-])cccc3n2C)c1,-0.4%,-6.2%,?,5.3%,3.1%,-1.0%,16.2%,-0.9%,-37.4%,12.2%,-12.6%
O=C(Cn1c(C(F)(F)F)nc2ccccc21)c1ccc(Br)cc1,-1.2%,-5.3%,1.9%,-0.5%,-0.7%,-5.1%,-1.1%,-0.4%,11.9%,1.1%,-16.3%
O=C(Nc1ncc(S(=O)(=O)c2ccc([N+](=O)[O-])cc2)s1)c1ccc2ccccc2c1,-6.6%,-9.9%,/,10.4%,5.2%,-2.8%,-3.5%,5.8%,-34.9%,?,-40.5%
CCc1cc(-c2n[nH]c(C)c2-c2nc3ccccc3s2)c(O)cc1OCC(=O)NN,0.3%,-9.6%,-2.8%,-5.9%,3.2%,-2.8%,8.9%,5.0%,24.8%,-3.8%,25.8%
Cc1c(NC(=O)N(C)C)c(=O)n(-c2ccccc2)n1C,-1.2%,-2.2%,?,9.1%,0.0%,-0.1%,8.4%,0.4%,14.1%,-6.5%,8.3%
Cc1ccc(OCCNC(=O)c2ccc(C)o2)cc1,1.5%,5.5%,/,1.6%,13.6%,-2.4%,/,-2.2%,/,/,22.5%
Cc1ccc(S(=O)(=O)N(CC(=O)N(C(C)C)C(C)C)C(=O)N2CCN(C)CC2)cc1,-1.6%,1.0%,1.6%,-7.6%,8.0%,-1.2%,12.4%,2.6%,-15.0%,-4.5%,0.0%
CC(=O)N1CCN(CC(=O)Nc2cc([N+](=O)[O-])ccc2Cl)CC1,-1.4%,1.4%,?,12.4%,-0.7%,-11.4%,5.9%,-1.2%,-9.7%,2.8%,2.9%
COC(=O)c1cc(Cl)c(NC(=O)/C=C/c2ccc(Cl)cc2)cc1OC,-0.9%,8.0%,2.0%,7.7%,/,-1.5%,18.8%,4.5%,?,-9.1%[0.365 µM],0.0%
Cc1c(C)c2ccc(OCC(=O)NC3CCN(Cc4ccccc4)CC3)c(C)c2oc1=O,2.3%,7.8%,-1.9%,3.3%,2.0%,-4.2%,7.8%,5.4%,-22.5%,6.4%,10.7%
CC(=C/c1ccccc1)/C=N/n1c(C)n[nH]c1=S,14.0%,4.6%,?,-11.7%,8.8%,19.8%,0.9%,-11.6%,8.91µM*,6.31µM*,?
CC(C)C(NS(=O)(=O)c1cccs1)C(=O)NCc1ccccc1Cl (configuration not stated),-3.3%,-4.0%,4.0%,-1.8%,-2.5%,-7.8%,3.2%,-2.8%,19.7%,-14.7%,-17.7%
CC(c1ccc(F)cc1)n1cc(C(=O)NCCN(C)C)nn1 (configuration not stated),1.7%,-3.1%,8.0%,-0.3%,-5.5%,-3.2%,-4.5%,-0.8%,-10.0%,-7.4%,-4.2%
Cc1cccc(C2Nc3ccccc3C(=O)N2c2ccc(F)cc2)n1 (configuration not stated),8.2%,1.3%,-10.7%,14.7%,-4.1%,-3.2%,6.8%,1.1%,11.5%,-13.3%,65.6%
COc1ccc([N+](=O)[O-])cc1N(CC(O)CN1CCCCC1)S(=O)(=O)c1ccccc1 (configuration not stated),-1.2%,-0.2%,5.0%,0.6%,-2.6%,-6.7%,-2.2%,-10.5%,4.6%,2.5%,-12.0%
Cc1cc(-c2cc(C(=O)NCc3ccccc3)on2)nc(S(C)(=O)=O)n1,1.4%,15.2%,-1.8%,-14.9%,?,-9.8%,?,-1.7%,5.01µM*,?,-48.0%
CC(C)n1nc(C(=O)Oc2cc(Cl)ccc2Cl)c2ccccc2c1=O,-3.7%,-0.4%,/,8.3%,1.7%,-1.4%,11.0%,4.6%,-18.4%[10 µM],-2.0%,-19.7%
CC(NC(=O)Nc1ccccc1C(F)(F)F)C1CCCO1 (configuration not stated),1.8%,4.5%,1.3%,-2.6%,8.0%,0.6%,3.9%,0.7%,-10.6%[0.365 µM],/,4.8%
CCOc1ccc(N2CC(C(=O)Nc3ccc(S(=O)(=O)N4CCCC4)cc3)CC2=O)cc1 (configuration not stated),-3.7%,0.2%,-1.1%,-1.9%,0.1%,1.0%,8.3%,5.3%,?,19.8%,-3.1%
O=C(COC(=O)C1CCN(C(=O)Nc2ccccc2)CC1)NCC(F)(F)F,0.5%,2.1%,-3.7%,2.3%,3.4%,1.3%,5.6%,4.0%,-12.8%,-1.1%,8.6%
CCN1C(=O)C(Cc2nc3ccccc3c(=O)n2C)c2ccccc21 (configuration not stated),1.4%,2.1%,10.4%,-28.7%,-6.5%,-5.5%,-1.1%,3.7%,-9.6%,3.8%,-47.1%
CCn1cc(C(=O)OCC(=O)c2cc(C)n(-c3cccc(C(F)(F)F)c3)c2C)c(=O)c2ccc(C)nc21,0.2%,-1.6%,-10.7%,-27.8%,1.6%,-5.8%,11.7%,14.0%,42.4%,?,-15.7%
c1ccc(Cc2ccc(OCCN3CCOCC3)cc2)cc1,4.0%,6.4%,-9.6%,24.1%,2.9%,17.2%,-2.5%,-18.6%,42.7%,-0.5%,67.9%
CC(NC(=O)COC(=O)c1cc2ccccc2cc1O)c1ccccc1 (configuration not stated),9.8%,-3.0%,/,11.5%,2.4%,13.0%,/,1.6%,/,/,-0.6%
CC(C)(C)NC(=O)/C=C/c1cccc(C(F)(F)F)c1,-3.8%,3.3%,9.0%,7.3%,0.9%,-3.0%,16.9%,-18.3%,?,6.3%,2.0%
O=C(COC(=O)c1cccc([N+](=O)[O-])c1)c1ccc(OCc2ccccc2)cc1,25.8%,10.8%,/,16.7%,-2.0%,?,-0.7%,-5.4%,34.5%,-4.7%,5.01µM*
CN(C1(C)CCS(=O)(=O)C1)S(=O)(=O)c1cccc([N+](=O)[O-])c1 (configuration not stated),2.5%,-1.3%,/,9.8%,3.0%,2.9%,/,4.1%,/,/,-15.0%
C=CCOC(=O)CSCC(NC(=O)OC(C)(C)C)C(=O)OCC (configuration not stated),-0.8%,0.4%,-5.5%,-3.2%,-5.5%,-0.1%,-1.5%,-21.0%,8.91µM*,11.2µM*,-33.9%
